Source: PubChem BioAssay (several laboratories)
RTF Ca sens act: cardiac RTF calcium sensitization. P19429+P45379. IANBD-labeled TnC RTF fluorescence at EC20 calcium; 0% EC20 calcium, 100% full calcium. activation, % at 7.2 µM. 340,000 compounds, 0.24% hits. AID 493008;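 active means activation above the mean over all tested compounds plus 3 SD, cut at about 30% in these data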;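 further: rise in fluorescence read as greater calcium sensitivity of cardiac thin filaments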
MITF act: activators of MITF-driven TRPM1 promoter activity in SK-MEL-5 cells. SK-MEL-5 TRPM1-promoter luciferase, 24 h; % of positive control, neutral wells = 0. activation, % at 12.5 µM. 300,000 compounds, 0.75% hits;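 active means mean activation of at least 80% with every replicate also reaching 80%; inconclusive means mean reaches 80% but some replicate falls short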;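 further: 0% = neutral control wells and 100% = parthenolide positive control wells; values of inactives mirror those of a sister screen read the other way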
Wnt bcat act: activators of Wnt/beta-catenin signaling; Wnt/beta-catenin reporter cell assay, activator, plate reader; activation, % at 9.35 µM; 300,000 compounds, 1.2% hits; AID 743398; in the data active means activation above about 30%, passing the limit was not always enough; inconclusive means no clear call, values can overlap the other calls;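 further: 0% = neutral control wells and 100% = positive control wells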
Rtt109 Vps75: inhibitors of Candida albicans Rtt109/Vps75 histone acetyltransferase. inhibition, % at 34.9 µM. 330,000 compounds, 0.16% hits. AID 540336. purified Rtt109/Vps75, ThioGlo CoA-SH fluorescence, 4 h;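 active means inhibition of at least 50% in every replicate; inconclusive means best replicate reaches 50% inhibition but some replicates fall short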
dFosB activator: mouse delta FosB homodimer activation; purified delta FosB, TAMRA-CDK5 oligo fluorescence polarization; percent of positive-control signal above neutral wells; P13346; 340,000 compounds, 0.99% hits; AID 493131; activation, % at 25 µM;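 active means mean activation above about 17%, with every replicate also reaching it, limit read from the data, passing the limit was not always enough; inconclusive means only one of the two conditions met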;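 further: fluorescence polarization rise as delta FosB binds a TAMRA Cdk5 AP-1 oligo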
Target sequence (P13346 whole entry, looked up): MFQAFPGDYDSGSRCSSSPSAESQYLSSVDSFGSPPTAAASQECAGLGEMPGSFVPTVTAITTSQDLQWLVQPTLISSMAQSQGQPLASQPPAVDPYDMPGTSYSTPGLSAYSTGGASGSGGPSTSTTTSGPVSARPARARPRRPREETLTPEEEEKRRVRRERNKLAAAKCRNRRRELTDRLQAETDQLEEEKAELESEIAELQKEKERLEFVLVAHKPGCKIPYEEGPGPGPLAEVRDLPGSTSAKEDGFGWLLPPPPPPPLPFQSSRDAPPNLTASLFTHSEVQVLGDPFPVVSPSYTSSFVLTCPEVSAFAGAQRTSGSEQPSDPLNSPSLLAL
CDK5 inh: CDK5/p35 (human) kinase inhibition. 330,000 compounds, 0.01% hits. inhibition, % at 10 µM. Recombinant CDK5/p35, ADP-Glo luminescence, 60 min. AID 488839. Q00535+Q15078;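 active means highest replicate inhibition of at least 50% and at least 75% of replicates reaching 50%; inconclusive means only one of the two criteria met; inactive means both criteria failed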;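 further: plate controls were DMSO neutral control for no effect and GW8510 at 10 µM for full effect; many of its hits are not listed in these tables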
Target sequence (Q00535 whole entry, looked up): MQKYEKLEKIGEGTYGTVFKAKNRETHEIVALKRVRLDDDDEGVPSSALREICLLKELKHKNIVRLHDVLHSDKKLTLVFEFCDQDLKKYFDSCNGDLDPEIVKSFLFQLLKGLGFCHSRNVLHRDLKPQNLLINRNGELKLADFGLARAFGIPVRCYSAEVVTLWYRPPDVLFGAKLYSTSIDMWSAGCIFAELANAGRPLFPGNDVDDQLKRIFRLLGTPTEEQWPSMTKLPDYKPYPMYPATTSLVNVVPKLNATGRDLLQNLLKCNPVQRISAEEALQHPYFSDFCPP
Target sequence (Q15078 whole entry, looked up): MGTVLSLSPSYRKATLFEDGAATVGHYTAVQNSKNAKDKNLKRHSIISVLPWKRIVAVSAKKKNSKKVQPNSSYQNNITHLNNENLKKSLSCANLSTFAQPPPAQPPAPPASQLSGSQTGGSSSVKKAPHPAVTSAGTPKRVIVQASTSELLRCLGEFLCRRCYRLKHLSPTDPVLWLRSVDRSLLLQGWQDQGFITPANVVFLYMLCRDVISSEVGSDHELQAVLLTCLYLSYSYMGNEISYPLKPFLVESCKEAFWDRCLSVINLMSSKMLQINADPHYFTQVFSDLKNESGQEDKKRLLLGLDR
PvdQ inh: blocks Pseudomonas aeruginosa PvdQ acylase activity; purified PvdQ acylase, fluorescence plate reader; inhibition, % at 10 µM; 340,000 compounds, 0.063% hits; in the data active means inhibition above about 30%, passing the limit was not always enough; inconclusive means no clear call, values can overlap the other calls;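 further: 0% = vehicle neutral wells and 100% = reference inhibitor wells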
HTR5A ag: HTR5A agonism, opioid heterodimer counter-screen; activation, % at 9.3 µM; AID 504692; HTR5A agonist assay, luminescence, cell-based; 340,000 compounds, 0.61% hits; P47898; in the data active means activation mostly above about 9.5%, no sharp cut-off; inactive means mostly below about 7.6%;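 further: 0% = cells with vehicle only and 100% = reference agonist; strong numbers were not always called active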
SR-BI DiI inh: blocks mouse SR-BI lipid uptake from DiI-HDL; Q61009; inhibition, % at 12.5 µM; AID 488896; ldlA[mSR-BI] CHO cells, DiI-HDL uptake fluorescence, 3 h; 320,000 compounds, 0.96% hits;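 active means mean replicate inhibition of at least 70% and a set share of replicates each scoring 70 or more; inconclusive means meets just one of the two criteria; inactive means fails both criteria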;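 further: 0% = median of neutral control wells and 100% = median of positive control wells; values of inactives mirror those of a sister screen read the other way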
SR-BI DiI-HDL act: enhances SR-BI lipid uptake from DiI-HDL; CHO ldlA[mSR-BI] cells, DiI-HDL uptake fluorescence, 3 h; 100 = double the neutral-control signal; 320,000 compounds, 0.096% hits; activation, % at 12.5 µM;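 active means mean replicate activation of at least 60% and every replicate at or above 60%; inconclusive means mean or all-replicate condition met, but not both; inactive means mean below 60% and not all replicates reaching 60%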;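 further: 0% = median plate neutral-control signal and 100% = twice that signal; values of inactives mirror those of a sister screen read the other way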
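Test system: SR-BI-overexpressing, LDLR-lacking CHO cells; Medium: Ham's F12 with 0.5% BSA, HEPES 25 mM, pH 7.4; Schedule: 3 h, 37 °C; Technique: bottom-read fluorescence, 550/595 nm.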
* marks the source's active call; other numbers are inactive results; ? = inconclusive; nt = not tested or not shown.

canonical_smiles	RTF Ca sens act	MITF act	Wnt bcat act	Rtt109 Vps75	dFosB activator	CDK5 inh	PvdQ inh	HTR5A ag	SR-BI DiI inh	SR-BI DiI-HDL act
CCn1cc(C(=O)NCCc2ccccc2)c(=O)c2cc(S(=O)(=O)N3CCCC3)ccc21	0	5	-1	4	-20	-6.5	2	0	73*	-73
CCOC(=O)C1=C(O)C(Nc2nc3ccccc3s2)(C(F)(F)F)N=C1C (stereo not drawn)	-2	-5	-2	7	-1	0.0	10	4	-10	10
CCc1ccc(Nc2nnc(SCC(=O)N(C)C3CCS(=O)(=O)C3)s2)cc1 (stereo not drawn)	5	41	2	-1	1	-2.1	-16	0	-12	12
CNC(=O)C(=O)NCCc1ccc(Cl)cc1	1	12	nt	2	1	-0.6	-15	-4	-23	23
COc1cccc(N2CCN(C(=O)c3ccc(N4C(=O)NC5CC4(C)Oc4ccccc45)cc3)CC2)c1 (stereo not drawn)	8	3	nt	-6	-3	-0.6	2	-1	-2	2
O=C(NNC(=O)c1ccccc1OCc1ccc(F)cc1)c1ccccc1O	-7	-24	-2	0	7	1.1	4	6	125*	-125
COc1ccc(-c2ccnc3nc(N4CCOCC4)nn23)cc1	-4	-11	-2	-2	-11	0.0	2	-3	-6	6
COc1ccc(S(=O)(=O)N(C)C)cc1NC(C)C(=O)Nc1cccc(C#N)c1 (stereo not drawn)	-7	3	-1	24	-2	1.4	11	0	10	-10
COc1cccc(NC(=O)CSc2nnc(COc3ccc4c(c3)CCCC4)o2)c1	0	0	nt	0	2	-1.2	-7	4	-15	15
O=C(/C=C/c1ccc(OCCCF)cc1)N1CCOCC1	4	56	0	-3	-7	0.9	-13	2	-10	10
N#Cc1nc(-c2ccccc2)oc1NCCCn1ccnc1	1	-13	0	2	-13	0.7	-7	0	-33	33
Cc1ccc(C(=O)c2oc3ccccc3c2NC(=O)c2cc(-c3ccccc3O)n[nH]2)cc1	2	1	nt	-1	31*	-1.3	-10	-3	53	-53
CC(C)(C)NC(=O)C(c1ccccn1)N(C(=O)c1csnn1)C1CCCC1 (stereo not drawn)	8	1	0	2	-2	2.2	-10	1	-22	22
CCCn1nc(C(=O)NNC(=O)CSCC(=O)Nc2cc(C)on2)c2ccccc2c1=O	-1	-6	-1	-13	-5	-2.6	-6	4	1	-1
CN1CCN(C(=O)c2ccc3c(c2)N(Cc2ccccc2F)C(=O)c2ccccc2S3=O)CC1 (stereo not drawn)	4	nt	-4	-3	4	-0.9	-7	3	-33	33
c1ccc(CSc2nnc(SCc3ccccn3)s2)nc1	3	53	nt	5	2	1.6	-3	2	-8	8
O=C(Nc1ncc(Cc2ccccc2)s1)C1COc2ccccc2O1 (stereo not drawn)	9	?	nt	4	1	-0.9	-2	5	37	-37
C=CCNc1cnn(CC(C)=O)c(=O)c1Br	4	-1	nt	-1	5	0.6	-2	-7	-20	20
O=S1(=O)CC(O)C(Nc2ccc(Cl)cc2)C1 (stereo not drawn)	-9	-8	-3	6	3	1.9	-1	5	-11	11
CC(C)C(=O)Nc1ccc(C(=O)c2ccccc2)cc1	2	50	29	4	-2	-0.1	-17	3	-11	11
CCc1ccc(OCC(O)CN2CCCC2)cc1 (stereo not drawn)	0	4	-2	-8	0	-0.5	-18	-5	-17	17
Cc1onc(-c2c(Cl)cccc2Cl)c1C(=O)N1CCc2ccccc21	-1	-12	nt	11	2	0.2	-3	3	-12	12
N#CCCN(Cc1cccnc1)C(=S)NC(=O)c1ccco1	2	2	-1	6	-3	-1.2	-13	2	17	-17
Cc1ccc(C(C#N)c2ccc(Cl)nn2)cc1 (stereo not drawn)	-2	-4	-1	5	-1	0.6	86*	0	-5	5
CC(C)(C)c1ccc(C(=O)Nc2ccc(O)c3c(=O)cc(-c4cccc(Cl)c4)oc23)cc1	-3	-28	2	2	-11	2.3	-15	-3	59	-59
O=C1c2sc3nc4c(c(=O)n3c2C(=O)N1c1ccccc1)CCC4	-2	-1	nt	14	-2	3.5	-2	4	31	-31
COc1ccc(-c2nc(CSCC(=O)NC3CCN(Cc4ccccc4)CC3)c(C)o2)cc1OC	4	2	-1	4	-7	-0.2	-7	4	16	-16
COc1ccc(NC(=O)n2ncc3c(C)cccc32)cc1OC	9	106*	3	1	-3	2.0	-12	2	nt	nt
N#CCCn1cc(/C=N/NC(=O)c2ccncc2)c(-c2ccccc2)n1	1	-4	nt	0	-14	1.4	-3	2	7	-7
CCCOc1ccc(C2C(C(=O)/C=C/c3ccco3)=C(O)C(=O)N2CCN2CCOCC2)cc1OC (stereo not drawn)	17	-7	-2	1	-9	-7.7	-5	-4	-27	27
CCC(=O)c1c[nH]c(C(=O)NCC2CCCO2)c1 (stereo not drawn)	-5	8	nt	-2	6	0.2	3	-2	-11	11
Cc1cc(C)c(NS(=O)(=O)c2c(C)noc2C)c(C)c1	0	-2	-2	-6	-6	1.4	-11	0	19	nt
N#Cc1c(Sc2ncc(C(F)(F)F)cc2Cl)nsc1C/C=N\OCc1c(F)cccc1Cl	2	-6	nt	15	-11	0.3	-14	0	29	-29
Cc1ccc(-n2cc(C(=O)c3ccc(N4CCN(C)CC4)cc3)nn2)cc1Cl	-7	-4	-1	-7	7	-0.5	-8	-3	-36	36
COCCNC(=O)c1c(C)cc(C)cc1C	1	5	9	nt	-1	-3.0	-3	2	-13	13
CN(C)C(=O)Cn1c(SCC(=O)N2CCCc3ccccc32)nc2ccccc21	5	-5	-2	1	-6	-18	-3	nt	-5	5
O=C(c1cn(CC(=O)N2CCCCC2)c2ccccc12)C1CC1	5	-8	1	1	-2	-0.8	0	0	7	-7
Cc1ccc(S(=O)(=O)N2CCCC2C(=O)NCc2ccccc2Cl)cc1 (stereo not drawn)	2	8	0	-4	-19	0.1	-6	1	-5	5
CNC(=S)NNC(=O)c1ccccc1Br	-1	7	1	2	-4	1.7	5	-3	-2	2
CCSC1=C(C#N)C(c2ccccc2C)CC(=O)N1 (stereo not drawn)	9	-6	nt	-6	-4	-0.5	-22	7	-6	6
Cc1cccc(N=C2NN=C(c3ccccc3F)CS2)c1C	-1	26	-6	16	-4	-6.7	-14	-2	14	-14
N#CN(CC(N)=O)c1nc(N2CCCCC2)nc(N2CCCCC2)n1	0	19	-2	1	-3	0.1	23	-3	-6	6
O=C(Nc1cccc(C(F)(F)F)c1)Oc1ccccc1N1CCOCC1	-2	-10	2	-6	-4	-1.4	5	0	3	-3
Oc1cc(-c2ccc(N3CCCCC3)nc2)cc2cccnc12	9	16	nt	-1	0	-1.4	-4	1	64	-64
CC(C)CCCNc1nc(N2CCOCC2)nc(N2CCOCC2)n1	4	5	-1	-7	-3	1.5	2	1	32	-32
Clc1ccc(Cn2cnc3ccccc32)cc1	2	1	0	8	-8	0.4	-5	1	-6	6
CC(=O)Nc1ccc(Oc2cncc(Cl)c2)nc1	1	5	0	0	2	0.4	-18	-8	-17	17
Cc1nn(C)cc1CNC(=O)c1cccc(Cl)c1	2	8	nt	-15	-6	1.2	-7	2	-24	24

Single entries from the list:
Under HTR5A ag, `Clc1ccc(Cn2cnc3ccccc32)cc1` shows 1
Under SR-BI DiI-HDL act, `N#CN(CC(N)=O)c1nc(N2CCCCC2)nc(N2CCCCC2)n1` shows 6

(more compounds)
canonical_smiles	RTF Ca sens act	MITF act	Wnt bcat act	Rtt109 Vps75	dFosB activator	CDK5 inh	PvdQ inh	HTR5A ag	SR-BI DiI inh	SR-BI DiI-HDL act
CN(CC(=O)Nc1c(Cl)cccc1Cl)C(=O)C1=COCCO1	-5	3	1	-1	1	-0.1	-8	-3	-24	24
Cc1ccc(SCCN2CCC(O)CCC2=O)cc1 (stereo not drawn)	2	9	8	-3	3	1.8	8	-2	-22	22
CN(C)S(=O)(=O)c1ccc(C(=O)NCc2cccs2)cc1	-3	-2	nt	7	-2	1.2	-8	-5	-1	1
O=C(COC(=O)c1ccc2ncsc2c1)Nc1cccc(Cl)c1	-4	10	-2	-3	-21	1.7	1	9	-9	9
COc1cc(C(=O)NCC(=O)N/N=C(/C)c2cccs2)cc(OC)c1OC	2	2	2	-4	-2	-2.0	2	-1	-37	37
CC[C@H](C)/C=C(C)/C=C/C(=O)Cc1cc(O)c(C)c(O)c1C=O	5	0	-1	4	-17	0.4	-4	-1	5	-5
COCCNC(=S)N/N=C(\C)c1cccc([N+](=O)[O-])c1	-1	2	-1	-4	0	-3.2	-11	2	-5	5
O=C1CN=C(Nc2ccc(Cl)cc2)N1c1ccccc1	3	5	2	-3	12	-1.5	4	7	-16	16
O=C(N/N=C/c1ccco1)c1cc(-c2cccc(Br)c2)nc2ccccc12	-3	5	7	-10	-13	1.1	-11	0	60	-60
O=C(NCCc1ccc(Cl)cc1Cl)c1cccnc1	-4	0	0	-7	-8	0.5	-16	9	0	0
